KB-3-1 cytotox: kills parental KB-3-1 adenocarcinoma cells. KB-3-1 viability, CellTiter-Glo ATP luminescence, 72 h. Potency, µM (top dose mostly 46.1 µM), for inactives: top-dose activity change, negative = cytotoxic, hits mostly cytotoxic. 400,000 compounds, 1.4% hits; note: potency is the fitted concentration of half-maximal effect; % is set by controls: 0 for no effect and ±100 for the full control effect; nearly all actives have a fitted effect of over 60% in size
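Luminescent ATP read-out (CellTiter-Glo) measures survival of drug-naive KB-3-1 cells after 72 h compound exposure at 37 °C. Titration series was screened from lowest to highest concentration, with DMSO vehicle plates as background controls.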
KB-V1 MDR tox: kills drug-selected multidrug resistant KB-V1 cells; 400,000 compounds, 3.4% hits; AID 1347076; Potency, µM (titrated, usually from 46.1 µM), without a hit: top-dose activity change, negative = cytotoxicity, hits mostly cytotoxic; KB-V1 MDR cells viability, CellTiter-Glo, 72 h; note: potency is the fitted concentration of half-maximal effect; % is set by controls: 0 for no effect and ±100 for the full control effect; nearly all actives have a fitted effect of over 60% in size
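Compound-treated KB-V1 multidrug-resistant cells, 72 h, 37 degrees C; viability by CellTiter-Glo. Fitted qHTS curves give the values.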
HEK293 tox: cytotoxic in the GLP-1 receptor inverse agonist counter-screen | HEK293 cAMP-luciferase reporter cells, luminescence, 24 h | Potency, µM (highest dose often 38.3 µM), without a hit: at the top dose activity change, negative = inhibition, most hits filed as inhibitors | 410,000 compounds, 0.13% hits;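 note: loss of luciferase light is scored as toxicity; potency is the fitted concentration of half-maximal effect; % is set by controls: 0 for no effect and ±100 for the full control effect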
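MLSMR compounds, 24 hr on cells at 37 deg C/5% CO2; luminescence after luciferase reagent (12 min RT). Inhibition counted as the undesired cytotoxic outcome.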
IL1B secr inh: inflammasome signaling inhibition, IL-1 beta readout. activity change, % at 57.5 µM. 360,000 compounds, 4.7% hits. THP-1 LPS/ATP IL-1B secretion, AlphaLISA, 16 h; stronger effect = lower value. AID 743279; in the data active = activity change below about -50%; inconclusive = mostly about -30% to -49%; note: % is set by controls: 0 for no effect and ±100 for the full control effect
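THP-1 cells pretreated 1 hr with compounds (up to 57.5 uM final), then stimulated with LPS (250 ng/mL final) plus ATP (1.25 mM final); secreted IL-1B measured by AlphaLISA after 16 hr, decreased signal indicating inhibition.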
MCF10A rereplic: induces DNA re-replication in MCF 10a normal breast cells; MCF 10A DNA re-replication, Hoechst nuclear intensity, 48 h; Potency, µM (top dose mostly 46.1 µM), for the others: at the highest dose activity, positive = re-replication, actives largely listed as activators; 350,000 compounds, 2.9% hits; note: potency is the fitted concentration of half-maximal effect; % of control where 0% means no effect; nearly all actives have a fitted effect of over 50% in size
HT1080-NT tox: kills 2HG-producing HT-1080-NT fibrosarcoma cells | Potency, µM (titrated, usually from 46.1 µM), inactives show top-dose activity, negative = less viability, actives largely listed as cytotoxic | HT-1080-NT fibrosarcoma viability, CellTiter-Glo ATP luminescence, 48 h | 360,000 compounds, 1.6% hits | AID 686970;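 note: NT is the 2HG producing partner of a matched IDH1 knockdown line; potency is the fitted concentration of half-maximal effect; 0% = DMSO-treated cells and -100% = media-only wells without cells; nearly all actives have a fitted effect of over 55% in size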
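Viability of the 2HG-overproducing fibrosarcoma line after 48 hours of compound exposure at 37 degrees C was determined by luminescence with CellTiter-Glo, and concentration-effect curves were then fitted and categorized.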
HT1080 IDH1KD tx: kills HT-1080 cells with IDH1 knockdown; HT-1080 IDH1 knockdown viability, ATP luminescence, 48 h; Potency, µM (series often up to 46.1 µM), for the others: at the highest dose activity, negative = toxicity, most hits filed as cytotoxic; 360,000 compounds, 2% hits;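 note: potency is the fitted concentration of half-maximal effect; 0% = DMSO wells and -100% = cell-free medium wells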
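Luminescent ATP read-out (CellTiter-Glo, 10 min at room temperature) after 48 h compound exposure at 37 °C gave viability of IDH1-knockdown HT-1080 cells. Activity was normalised to DMSO and cell-free wells, then fitted as concentration-response curves.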
SW480 rerep: DNA re-replication induction in SW480 cells. SW480 DNA re-replication, Hoechst DNA content imaging, 48 h. Potency, µM (highest dose often 46.1 µM), inactives show top-dose re-replication activation, actives largely listed as activators. 340,000 compounds, 1.8% hits. AID 624297; note: potency is the fitted concentration of half-maximal effect; % of control where 0% means no effect; nearly all actives have a fitted effect of over 55% in size
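Compounds, transferred as 23 nL by pin tool, were incubated with cells for 48 hr; DNA content per nucleus was then quantified by Hoechst staining and fluorescence plate imaging.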
D3 ag: D3 dopamine receptor (human) agonism | P35462 | D3R DiscoveRx beta-arrestin cells, luminescence, 90 min | max activation, % | 410,000 compounds, 0.58% hits; in the data active = max activation above about 30%; note: 0% is about no effect; mostly tested at two doses, the higher about 12 µM
Target sequence (P35462 whole entry, looked up): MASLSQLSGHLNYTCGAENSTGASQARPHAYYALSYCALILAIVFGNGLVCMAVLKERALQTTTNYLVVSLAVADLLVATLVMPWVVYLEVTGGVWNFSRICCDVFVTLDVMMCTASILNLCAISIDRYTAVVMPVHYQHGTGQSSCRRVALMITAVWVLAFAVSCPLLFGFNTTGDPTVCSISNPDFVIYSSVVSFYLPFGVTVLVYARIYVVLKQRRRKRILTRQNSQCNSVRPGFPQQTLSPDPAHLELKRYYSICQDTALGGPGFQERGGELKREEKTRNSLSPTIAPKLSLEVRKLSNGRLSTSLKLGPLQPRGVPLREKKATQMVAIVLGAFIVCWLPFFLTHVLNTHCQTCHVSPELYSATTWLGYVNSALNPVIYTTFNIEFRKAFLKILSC
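Agonist-mode cell screen: cells plated at 1500/well and incubated overnight at 37 °C, then exposed to library compounds for 90 min at 37 °C. Detection reagent was added for 30–60 min at room temperature, and luminescence was read.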
Active calls of the source: *; [ ] = another dose, or the depositor's remark. Unless noted, calls come from the whole dose curve; as a rule, active = well fitted curve in the direction sought with a large enough effect; inconclusive = small, poorly fitted or top-dose-only effect, or another doubt; inactive = no such curve, though single readings can be large; an effect the other way counts as inactive or inconclusive.

Results for COCCNC(=O)c1cc(-c2ccccc2)nn1CC1CC(c2cccc([N+](=O)[O-])c2)=NO1 (configuration not stated) ?
KB-3-1 cytotox: 6.4%; KB-V1 MDR tox: 1.0%; HEK293 tox: inconclusive; IL1B secr inh: -1.1; MCF10A rereplic: 4.5%; HT1080-NT tox: -4.9%; HT1080 IDH1KD tx: -5.1%; SW480 rerep: -19.7%; D3 ag: 15.2

What do the screens show for `COc1cc([C@@H]2CC=C(C(=O)O)[C@H](c3ccccc3)N2S(=O)(=O)c2ccc(C)cc2)cc(OC)c1OC`?
KB-3-1 cytotox: 10.4%; KB-V1 MDR tox: inconclusive; HEK293 tox: 0.4%; IL1B secr inh: -2.2; MCF10A rereplic: inconclusive; HT1080-NT tox: -3.0%; HT1080 IDH1KD tx: -2.9%; SW480 rerep: inconclusive; D3 ag: -25.4

What do the screens show for `CCC(CC)C(=O)Nc1c(C(=O)N2CCN(c3ccccc3F)CC2)oc2ccccc12`?
KB-3-1 cytotox: -14.6%; KB-V1 MDR tox: inconclusive; HEK293 tox: 2.4%; D3 ag: -0.9

Results for COc1cc(Cl)c(C)cc1NC(=O)CNC(=O)Cn1ccc2ccccc2c1=O ?
KB-3-1 cytotox: 2.5%; KB-V1 MDR tox: 16.0%; HEK293 tox: 0.3%; D3 ag: 0.7

What do the screens show for `CN1c2ccsc2C(O)=C(C(=S)Nc2ccccc2)S1(=O)=O`?
KB-3-1 cytotox: 5.5%; KB-V1 MDR tox: 9.0%; HEK293 tox: -13.1%; IL1B secr inh: 52.0; MCF10A rereplic: -3.7%; HT1080-NT tox: 15.9%; HT1080 IDH1KD tx: 11.2%; SW480 rerep: -2.2%; D3 ag: 0.8

Results for O=C(NCc1ccc2c(c1)OCO2)C(=O)NCC1OCCCN1S(=O)(=O)c1ccccc1 (configuration not stated) ?
KB-3-1 cytotox: 3.2%; KB-V1 MDR tox: -14.7%; HEK293 tox: -0.7%; IL1B secr inh: -5.8; HT1080-NT tox: -10.3%; HT1080 IDH1KD tx: -3.8%; D3 ag: -10.2

How did COc1ccc(N2CCN(C3CCCN(C(=O)CCN4CCCCO4)C3)CC2)cc1 (configuration not stated) do in these assays?
KB-3-1 cytotox: -0.7%; KB-V1 MDR tox: -5.3%; HEK293 tox: -5.3%; IL1B secr inh: -1.7; MCF10A rereplic: -0.7%; HT1080-NT tox: inconclusive; HT1080 IDH1KD tx: 24.8%; SW480 rerep: -9.6%; D3 ag: 7.8

How did COC(=O)c1sc(-c2ccccc2)cc1NC(C)=O do in these assays?
KB-3-1 cytotox: -3.7%; KB-V1 MDR tox: inconclusive; HEK293 tox: 0.5%; IL1B secr inh: 2.0; MCF10A rereplic: 6.1%; HT1080-NT tox: -5.3%; HT1080 IDH1KD tx: -1.0%; SW480 rerep: -5.2%; D3 ag: 3.8

Results for CCc1nc2ccc(C(=O)N(CC)CCN(C)C)cn2c1N(C)C(=O)C1CCCCC1 ?
KB-3-1 cytotox: 0.0%; KB-V1 MDR tox: -13.0%; HEK293 tox: 0.2%; IL1B secr inh: 9.3; HT1080-NT tox: 26.3%; HT1080 IDH1KD tx: 7.0%; D3 ag: -5.3

How did CS(=O)(=O)N1CCN(C(=O)c2ccccc2)C1 do in these assays?
KB-3-1 cytotox: -20.1%; KB-V1 MDR tox: -15.5%; HEK293 tox: 7.4%; IL1B secr inh: -9.4; MCF10A rereplic: -3.8%; HT1080-NT tox: 7.2%; HT1080 IDH1KD tx: 13.3%; SW480 rerep: -0.8%; D3 ag: 0.7

What do the screens show for `O=C1CN(C(=O)COC(=O)c2cccc(OCc3ccccc3)c2)c2ccccc2N1`?
KB-3-1 cytotox: -3.6%; KB-V1 MDR tox: -11.7%; HEK293 tox: 5.5%; IL1B secr inh: 16.5; MCF10A rereplic: 4.3%; HT1080-NT tox: -22.0%; HT1080 IDH1KD tx: -11.3%; SW480 rerep: -1.4%; D3 ag: 6.2

How did COCOCCn1cc(CN2CCS(=O)(=O)N(Cc3ccc(-c4ccc(F)nc4)cc3)C(C)C2=O)nn1 (configuration not stated) do in these assays?
KB-3-1 cytotox: -11.9%; KB-V1 MDR tox: 2.9%; HEK293 tox: -1.8%; IL1B secr inh: 12.4; HT1080-NT tox: 18.8%; HT1080 IDH1KD tx: 7.2%; D3 ag: -2.1

Results for CCc1ccc(OCCNC(=O)OCc2ccccc2)cc1 ?
KB-3-1 cytotox: 0.6%; KB-V1 MDR tox: -6.5%; HEK293 tox: 11.8%; IL1B secr inh: 0.9; MCF10A rereplic: 0.0%; HT1080-NT tox: 12.8%; HT1080 IDH1KD tx: 12.0%; SW480 rerep: -4.6%; D3 ag: 1.5

Results for O=C(Nc1ccccc1C(F)(F)F)C1CCCC1 ?
KB-3-1 cytotox: 10.7%; KB-V1 MDR tox: -24.8%; HEK293 tox: 12.0%; IL1B secr inh: 2.5; MCF10A rereplic: 0.0%; HT1080-NT tox: 12.4%; HT1080 IDH1KD tx: 4.6%; SW480 rerep: -4.8%; D3 ag: 9.6

Results for CC(CNS(=O)(=O)c1ccc(Cl)cc1)n1cncn1 (configuration not stated) ?
KB-3-1 cytotox: 17.5%; KB-V1 MDR tox: inconclusive; HEK293 tox: 11.1%; IL1B secr inh: 11.2; MCF10A rereplic: 7.3%; HT1080-NT tox: 7.3%; HT1080 IDH1KD tx: 14.8%; SW480 rerep: -8.6%; D3 ag: -3.9

An excerpt from above in order of count of non-hydrogen atoms, rising.
Results for CC(CNS(=O)(=O)c1ccc(Cl)cc1)n1cncn1 (configuration not stated) ?
KB-3-1 cytotox: 17.5%; KB-V1 MDR tox: inconclusive; HEK293 tox: 11.1%; IL1B secr inh: 11.2; MCF10A rereplic: 7.3%; HT1080-NT tox: 7.3%; HT1080 IDH1KD tx: 14.8%; SW480 rerep: -8.6%; D3 ag: -3.9

What do the screens show for `CN1c2ccsc2C(O)=C(C(=S)Nc2ccccc2)S1(=O)=O`?
KB-3-1 cytotox: 5.5%; KB-V1 MDR tox: 9.0%; HEK293 tox: -13.1%; IL1B secr inh: 52.0; MCF10A rereplic: -3.7%; HT1080-NT tox: 15.9%; HT1080 IDH1KD tx: 11.2%; SW480 rerep: -2.2%; D3 ag: 0.8

What do the screens show for `CCC(CC)C(=O)Nc1c(C(=O)N2CCN(c3ccccc3F)CC2)oc2ccccc12`?
KB-3-1 cytotox: -14.6%; KB-V1 MDR tox: inconclusive; HEK293 tox: 2.4%; D3 ag: -0.9

How did COCOCCn1cc(CN2CCS(=O)(=O)N(Cc3ccc(-c4ccc(F)nc4)cc3)C(C)C2=O)nn1 (configuration not stated) do in these assays?
KB-3-1 cytotox: -11.9%; KB-V1 MDR tox: 2.9%; HEK293 tox: -1.8%; IL1B secr inh: 12.4; HT1080-NT tox: 18.8%; HT1080 IDH1KD tx: 7.2%; D3 ag: -2.1

Following part
How did CCc1cnc2c(c1SCC(=O)N1CCC(C)CC1)c(=O)n(C)c(=O)n2C do in these assays?
KB-3-1 cytotox: 9.2%; KB-V1 MDR tox: -14.6%; HEK293 tox: -8.7%; D3 ag: 7.4

What do the screens show for `O=C(c1cc(-c2cccc(Cl)c2)on1)N1CCOCC1`?
KB-3-1 cytotox: -4.5%; KB-V1 MDR tox: -18.1%; HEK293 tox: -10.4%; IL1B secr inh: -6.6; MCF10A rereplic: -1.6%; HT1080-NT tox: 16.2%; HT1080 IDH1KD tx: 15.4%; SW480 rerep: -3.8%; D3 ag: -1.3

What do the screens show for `O=C(Nc1scc(-c2ccccc2)c1C(=O)O)c1ccccc1Cl`?
KB-3-1 cytotox: -3.9%; KB-V1 MDR tox: 8.3%; HEK293 tox: -5.8%; IL1B secr inh: -21.3; MCF10A rereplic: inconclusive; HT1080-NT tox: -12.3%; HT1080 IDH1KD tx: -16.3%; SW480 rerep: -53.4%[inhibitor]; D3 ag: -0.5

Results for N#Cc1cccc(NC(=O)c2nc(-c3ccccc3)n(-c3ccccc3)n2)c1 ?
KB-3-1 cytotox: -6.3%; KB-V1 MDR tox: inconclusive; HEK293 tox: -5.8%; IL1B secr inh: -20.1; MCF10A rereplic: inconclusive; HT1080-NT tox: -11.9%; HT1080 IDH1KD tx: -1.3%; SW480 rerep: -16.1%; D3 ag: 4.5

What do the screens show for `CC(C)(C)OC(=O)N1CCCC1C(=O)N1CCCC1C(=O)N1CCCC1C(=O)O` (configuration not stated)?
KB-3-1 cytotox: 8.3%; KB-V1 MDR tox: 21.9%; HEK293 tox: -4.8%; IL1B secr inh: -5.8; MCF10A rereplic: 2.0%; HT1080-NT tox: 8.4%; HT1080 IDH1KD tx: 5.2%; SW480 rerep: -2.2%; D3 ag: -1.3

What do the screens show for `C#CCOCCOCCOCCNc1nc(N2CCN(C(=O)[C@H]([C@@H](C)CC)n3cc(CCCCN)nn3)CC2)nc(N2CCN(C(=O)[C@H]([C@@H](C)CC)n3cc(CCCN=C(N)N)nn3)CC2)n1`?
KB-3-1 cytotox: 0.0%; KB-V1 MDR tox: -14.3%; HEK293 tox: -6.3%; IL1B secr inh: 5.0; MCF10A rereplic: -27.9%; HT1080-NT tox: 7.8%; HT1080 IDH1KD tx: 6.0%; SW480 rerep: -36.6%[inhibitor]; D3 ag: 15.1
